KCNK3 inh – human KCNK3 channel inhibition, primary screen | O14649 | 340,000 tested, 0.84% active | B-score at 10 µM | CHO-KCNK3 thallium flux, FluxOR fluorescence; hits give low values;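 active means B-score under library mean minus 4 SD, starting fluorescence ratio at most library mean plus 5 SD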;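 further: more negative B-score means stronger inhibition of thallium flux through KCNK3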
KCNQ1 block – human KCNQ1 channel inhibition; P51787; CHO-K1 KCNQ1, FluxOR thallium flux fluorescence; hits give high values; B-score at 10 µM; 310,000 tested, 1.3% active; AID 2642;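 active means compounds whose thallium flux B-score, printed positive for inhibition, exceeds three library SD while starting fluorescence stays within three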;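 further: channel opened by potassium depolarization with thallium stimulus after 20 min compound exposure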
TMEM16A inh – mouse TMEM16A channel inhibition, primary screen. HEK293 TMEM16A/YFP iodide influx fluorescence, ionomycin. 310,000 tested, 1.2% active. AID 588511. Q8BHY3. normalized B-score (activity score, 25-100; higher = stronger inhibition) at 10 µM;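 active means ratio plate-corrected score three or more library SD toward inhibition, starting fluorescence score within five deviations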;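 further: score derived from kinetic fluorescence span divided by baseline fluorescence per well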
Target sequence (Q8BHY3 whole entry, looked up): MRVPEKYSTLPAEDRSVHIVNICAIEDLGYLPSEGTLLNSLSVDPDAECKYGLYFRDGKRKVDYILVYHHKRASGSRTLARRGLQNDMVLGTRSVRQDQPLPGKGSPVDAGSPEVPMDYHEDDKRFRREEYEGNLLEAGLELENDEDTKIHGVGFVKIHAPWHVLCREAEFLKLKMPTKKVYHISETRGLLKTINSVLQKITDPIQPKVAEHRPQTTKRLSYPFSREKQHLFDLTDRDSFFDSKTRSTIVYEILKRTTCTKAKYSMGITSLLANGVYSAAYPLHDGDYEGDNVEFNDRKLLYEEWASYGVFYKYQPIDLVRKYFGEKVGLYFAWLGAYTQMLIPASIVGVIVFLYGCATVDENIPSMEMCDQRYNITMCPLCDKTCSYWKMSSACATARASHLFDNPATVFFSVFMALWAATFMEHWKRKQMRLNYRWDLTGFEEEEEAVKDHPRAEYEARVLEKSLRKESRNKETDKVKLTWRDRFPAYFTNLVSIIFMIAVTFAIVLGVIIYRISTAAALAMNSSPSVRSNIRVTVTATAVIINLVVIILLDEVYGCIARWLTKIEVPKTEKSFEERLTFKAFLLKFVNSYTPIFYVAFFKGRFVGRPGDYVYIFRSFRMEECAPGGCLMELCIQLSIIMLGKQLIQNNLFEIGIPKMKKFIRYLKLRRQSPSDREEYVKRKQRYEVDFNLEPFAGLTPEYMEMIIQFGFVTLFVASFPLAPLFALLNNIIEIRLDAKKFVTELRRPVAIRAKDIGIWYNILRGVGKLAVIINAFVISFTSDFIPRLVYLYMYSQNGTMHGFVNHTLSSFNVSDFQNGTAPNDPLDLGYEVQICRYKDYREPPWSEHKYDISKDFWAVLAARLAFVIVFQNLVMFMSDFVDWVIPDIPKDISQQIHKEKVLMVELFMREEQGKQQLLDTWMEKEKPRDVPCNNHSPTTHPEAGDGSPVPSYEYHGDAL
KCNQ1 pot – potentiators or activators of human KCNQ1 potassium channel. CHO-K1 KCNQ1, thallium flux FluxOR fluorescence; hits give high values. P51787. 310,000 tested, 0.35% active. B-score at 10 µM. AID 2648;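 active means fluorescence ratio B-score, a plate-corrected score, at least three library SD, with initial intensity B-score within 5 SD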
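assay system = KCNQ1-transfected CHO-K1 cells | medium = assay buffer with matched DMSO | probe or stimulus = depolarizing K+/Tl+ stimulus, K2SO4 and Tl2SO4 each 12.5 mM in 5x stock | dosing = single dose | incubation = dye 90 min, compound 20 min, room temperature | detection = kinetic FluxOR fluorescence, 10 s baseline plus 110 s post-stimulus | evaluation = ratio B score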
KCNK9 block – blocks the human KCNK9 two-pore domain potassium channel; Q9NPC2; HEK293 KCNK9, FluxOR thallium flux fluorescence; hits give low values; B-score at 10 µM; 310,000 tested, 1.2% active; AID 488922;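 active means ratio B-score over 3 SD below the library mean, with starting fluorescence within 5 SD of its mean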;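 further: negative B-score means less thallium flux so channel inhibition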
TRPC4 PAM – allosteric potentiators of mouse TRPC4 channel | Q9QUQ5 | HEK293 TRPC4beta/mu-opioid, DAMGO EC20, Fluo-4 Ca2+ flux; hits give high values | B-score at 10 µM | 310,000 tested, 0.42% active;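 active means B-score of calcium response area above 5 SD of library B-scores, with initial fluorescence ratio within 5 SD of library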;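 further: B-score of integrated fluorescence ratio over time as area under calcium response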
HDAC3 inh – human HDAC3 inhibition. O15379. recombinant HDAC3, fluorogenic peptide/trypsin coupled, fluorescence. 320,000 tested, 0.15% active. inhibition, % at 8.3 µM; in the data active means inhibition above about 26%, passing the limit was not always enough; inconclusive means no clear call, values can overlap the other calls
TMEM16A act – activators or potentiators of mouse TMEM16A chloride channel. AID 623877. HEK293 TMEM16A/YFP-H148Q/I152L, iodide quench fluorescence; hits give low values. Q8BHY3. B-score at 10 µM. 340,000 tested, 0.3% active;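 active means fluorescence-ratio B-score plate-corrected deviation score at least 3 library SD below zero, with starting fluorescence score within 5 deviations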;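 further: channel opened by trigger with iodide after compound preincubation; score built on the fluorescence ratio of max minus min over baseline; more negative score means more quench and so TMEM16A activation or potentiation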
TRPC4 act – activators of mouse TRPC4 channel | HEK293 TRPC4beta/mu-opioid, Fluo4 calcium fluorescence; hits give high values | B-score at 10 µM | 310,000 tested, 0.49% active;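 active means B-score above 5 SD of library B-scores, and initial fluorescence ratio not above library mean plus 5 SD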;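 further: positive B-score marks a calcium rise read as TRPC4 activation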
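Incubation: 45 min room-temperature Fluo4 loading, 110 s read / System: HEK293 cells stably co-expressing mouse TRPC4beta and mu-opioid receptor / Signal: Fluo4 fluorescence, kinetic / Control set: buffer (low) and maximal DAMGO (high) / Measure: integrated baseline-normalised fluorescence ratio, converted to per-well B score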
Dyrk1A ADPGlo – Dyrk1A (rat) kinase inhibition; Q63470; ADP-Glo luminescence, NFATc1 peptide; inhibition, % at 12.5 µM; 310,000 tested, 0.43% active; AID 504441; in the data active means inhibition above about 50%;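 further: plate controls were vehicle with enzyme for no effect and no enzyme for full effect; many of its hits are not listed in these tables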
hERG rescue – compounds protecting human hERG from proarrhythmic drug block. CHO-hERG, FluxOR thallium flux, dofetilide IC70 present. 310,000 tested, 0.51% active. activation (rescue from dofetilide block), less the hit threshold, % at 10 µM;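 active means activation above the mean of controls blocked by dofetilide plus 5 SD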;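 further: thallium influx through hERG after potassium depolarization seen as dye fluorescence rise; in these data hits start at about 4.7%; inactives centre near -7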
* hit, by the source's call; i = inactive; ? = inconclusive; . = not tested or not shown.

cpd	SMILES	KCNK3 inh	KCNQ1 block	TMEM16A inh	KCNQ1 pot	KCNK9 block	TRPC4 PAM	HDAC3 inh	TMEM16A act	TRPC4 act	Dyrk1A ADPGlo	hERG rescue
1	CCCOc1ccc(NC(=O)Cc2ccc(S(=O)(=O)N3CCOCC3)s2)cc1OCCC	i	i	i	i	i	i	12	i	i	-6	-14
2	CCN(CC(=O)NCc1ccc(Cl)cc1)C(=O)c1cc2ccccc2o1	i	i	i	i	i	i	2	i	i	-5	-6
3	COc1ccc(C2C(C(=O)NCC3CCCO3)CCC(=O)N2c2ccc3c(c2)OCO3)cc1 (configuration not stated)	i	i	i	i	i	i	0	i	i	1	-10
4	CCOc1ccc(Cl)cc1S(=O)(=O)N1CCC(C(=O)NCC2CCCO2)CC1 (configuration not stated)	i	i	i	i	i	i	-3	i	i	5	-2
5	Cc1ccc(-c2ocnc2C(=O)Nc2nc(C)cs2)cc1	i	i	i	i	i	i	1	i	i	-4	-8
6	Nc1nc(Cl)cc(Oc2ccc([N+](=O)[O-])cc2)n1	i	i	i	i	i	i	-8	i	i	-3	-9
7	CC1CCN(CCNC(=O)C2CCCN(c3ncnc4c3nc3n4CCCCC3)C2)CC1 (configuration not stated)	i	i	i	i	i	i	-3	i	i	.	-9
8	FC(F)(F)c1cccc(CNC2CCN(Cc3ccccc3)CC2)c1	i	i	i	i	i	i	1	i	i	9	-7
9	CC(CN1CCCCC1)OC(=O)c1ccccc1Cl (configuration not stated)	i	i	i	i	i	i	1	i	i	-4	-2
10	O=C(C1=C[C@@H](c2ccc(Br)cc2)C[C@@H](OCCCCO)O1)N1CCOCC1	i	i	i	i	i	i	2	i	i	10	-8
11	O=C(c1cc(COc2ccc(F)cc2Cl)on1)N1CCN(C2CCCCC2)C(=O)C1	i	i	i	i	i	i	19	i	i	1	-19
12	COc1cccc(C2NC(CC(C)C)(C(=O)O)C3C(=O)N(Cc4ccccc4)C(=O)C23)c1O (configuration not stated)	i	i	i	i	i	i	-3	i	i	-3	-4
13	Cc1[nH]n(-c2ccccc2)c(=O)c1S(=O)(=O)c1ccccc1	i	i	i	i	i	i	-8	i	i	-6	-14
14	COc1ccc(CNC(=O)CN2C(=O)C3C4C=CC(C4)C3C2=O)cc1 (configuration not stated)	i	i	i	i	i	i	-2	i	i	-2	-11
15	O=C(COc1ccccc1)NC1CCN(Cc2ccccc2)CC1	i	i	i	i	i	i	2	i	i	.	-9
16	C(=N\N=C\c1ccccc1)/c1ccccc1	i	i	i	i	i	i	.	i	i	5	1
17	COc1cc(/C=C(\C#N)C(=O)NCC2CCCO2)ccc1OCC(=O)O (configuration not stated)	i	i	i	i	i	i	1	i	i	1	-3
18	CC(=O)c1cccc(NC(=O)NCCc2c[nH]c3ccccc23)c1	i	i	i	i	i	i	-1	i	i	.	-12
19	COc1ccc(C(=O)c2coc3ccc(O)c(CN4CCOCC4)c23)cc1	i	i	i	i	i	i	5	i	i	-5	-7
20	Cc1ccccc1CNS(=O)(=O)c1c(C(=O)N2CCCC2)c(C)n(C)c1C	i	i	i	i	i	i	-3	i	i	-5	-4

Structural class, the compounds so far with a furan ring, fused or not.
cpd	SMILES	KCNK3 inh	KCNQ1 block	TMEM16A inh	KCNQ1 pot	KCNK9 block	TRPC4 PAM	HDAC3 inh	TMEM16A act	TRPC4 act	Dyrk1A ADPGlo	hERG rescue
2	CCN(CC(=O)NCc1ccc(Cl)cc1)C(=O)c1cc2ccccc2o1	i	i	i	i	i	i	2	i	i	-5	-6
19	COc1ccc(C(=O)c2coc3ccc(O)c(CN4CCOCC4)c23)cc1	i	i	i	i	i	i	5	i	i	-5	-7

The main list resumes; the two compounds before the break are reprinted first.
cpd	SMILES	KCNK3 inh	KCNQ1 block	TMEM16A inh	KCNQ1 pot	KCNK9 block	TRPC4 PAM	HDAC3 inh	TMEM16A act	TRPC4 act	Dyrk1A ADPGlo	hERG rescue
19	COc1ccc(C(=O)c2coc3ccc(O)c(CN4CCOCC4)c23)cc1	i	i	i	i	i	i	5	i	i	-5	-7
20	Cc1ccccc1CNS(=O)(=O)c1c(C(=O)N2CCCC2)c(C)n(C)c1C	i	i	i	i	i	i	-3	i	i	-5	-4
21	O=C(c1cc(COc2cccc(C(F)(F)F)c2)on1)N1CCC(Oc2cccnc2)CC1	i	8*	i	i	i	i	?	i	i	2	-16
22	Cc1cc(S(=O)(=O)N2CCOCC2)c(C)s1	i	i	i	i	i	i	-3	i	i	4	-8
23	COC(=O)c1ccc(NC(=O)c2ccc3c(c2)OCO3)cc1	i	i	i	i	i	i	-4	i	i	-1	-2
24	Cc1ccc(C2=NN(C(=S)Nc3ccccc3)C(c3ccco3)C2)cc1 (configuration not stated)	i	i	i	i	i	i	10	i	i	-4	-4
25	O=C(Cc1csc(NC(=O)Nc2cccc(Cl)c2)n1)NCc1cccnc1	i	i	i	i	i	i	1	i	i	8	-13
26	CC(C)NC(=O)c1ccc(CN2CCc3ccccc3C2)cc1	i	i	i	i	i	i	-7	i	i	1	-4
27	CC1(C)Cc2cccc(OCC(=O)Nc3ccccc3F)c2O1	i	i	i	i	i	i	1	i	i	-8	-12
28	Cc1cccc(Nc2nc(CC(=O)O)cs2)c1	i	i	i	i	i	i	-1	i	i	-4	-3
29	Cc1ccc(NC(=O)c2ccc(S(=O)(=O)NCc3cccnc3)cc2)cc1C	i	i	i	i	i	i	2	i	i	3	-7
30	COc1cc(C2c3c([nH]c(=O)[nH]c3=O)Nc3ccc4ccccc4c32)cc(OC)c1OC (configuration not stated)	i	i	i	i	i	i	-10	i	i	2	-10
31	O=C(NC(=S)Nc1cccc(-c2ccc(CO)o2)c1)c1cccs1	i	i	i	i	i	i	2	i	i	4	-10
32	COC(=O)CSC1=C(C#N)C(=O)NC(c2ccccc2)S1 (configuration not stated)	i	i	i	i	i	i	7	i	i	0	3
33	O=C(CC1OC(=O)c2ccccc21)Nc1cccc(S(=O)(=O)N2CCCCCC2)c1 (configuration not stated)	i	i	i	i	i	i	2	i	i	-5	-15
34	CCS(=O)(=O)c1ccc(O)c(N2C(=O)C3C4C=CC(C4)C3C2=O)c1 (configuration not stated)	i	i	i	i	i	i	-3	i	i	4	-9
35	O=C(c1c(Cl)nc2sccn12)N1CCCc2ccccc21	i	i	i	i	i	i	1	i	i	4	-8
36	O=C1CCC(=O)N1c1cccc(-c2nc3ccccc3o2)c1	i	i	i	i	i	i	-5	i	i	13	-4
37	OC(CN1CCOCC1)Cn1c2ccccc2c2ccccc21 (configuration not stated)	i	i	i	i	i	i	3	i	i	-7	-5
38	CN1CCc2c(sc3c2C(=O)NC(c2cccc(OC(=O)c4cccs4)c2)N3)C1 (configuration not stated)	i	i	i	i	i	i	-3	i	i	17	-21
39	O=C(Cn1cnc2c(nnn2Cc2ccc(F)cc2)c1=O)Nc1ccc2c(c1)OCCO2	i	i	i	i	i	i	-10	i	i	-6	-8
40	O=C(CCNC(=O)c1ccc(Br)cc1)Nc1ccc(S(=O)(=O)Nc2ncccn2)cc1	i	i	i	i	i	i	2	i	i	-5	-15

Structures above that bear a hit mark in KCNQ1 block:
entry	canonical_smiles	KCNK3 inh	KCNQ1 block	KCNQ1 pot	KCNK9 block	TRPC4 PAM	HDAC3 inh	TMEM16A act	Dyrk1A ADPGlo
21	O=C(c1cc(COc2cccc(C(F)(F)F)c2)on1)N1CCC(Oc2cccnc2)CC1	i	8*	i	i	i	?	i	2

Going on with the list:
cpd	SMILES	KCNK3 inh	KCNQ1 block	TMEM16A inh	KCNQ1 pot	KCNK9 block	TRPC4 PAM	HDAC3 inh	TMEM16A act	TRPC4 act	Dyrk1A ADPGlo	hERG rescue
41	CC1CCC(NS(=O)(=O)c2ccc3c(c2)n(C)c(=O)c(=O)n3C)CC1 (configuration not stated)	i	i	i	i	i	i	-1	i	i	8	-19
42	Cc1nc2ccccc2cc1C(=O)Nc1ccccc1Cl	i	i	i	i	i	i	-6	i	i	3	-8
43	CCN1CCN(C(=O)c2cnn3c(C(F)F)cc(-c4ccc(C)cc4)nc23)CC1	i	i	i	i	i	i	-1	.	i	1	-10
44	Cc1cc(C)nc(N/N=C/c2ccccc2Cl)n1	i	i	i	i	i	i	2	i	i	.	-8
45	O=C(NCC1(O)CCCCC1)C1CCC(=O)N(Cc2ccccc2F)C1 (configuration not stated)	i	i	i	i	i	i	3	i	i	7	-10
46	Cc1cc(C)c2[nH]c(=O)c(CN(Cc3cccnc3)C(=S)NCCCN(C)C)cc2c1	i	i	i	i	i	i	-3	i	i	.	0
47	COc1cc2nc(CN3CCN(S(=O)(=O)c4ccc(Cl)cc4)CC3)[nH]c(=O)c2cc1OC	i	i	i	i	i	i	2	-39*	i	.	-9
48	CN1C(=O)NC(c2ccc(O)cc2)C(C(=O)c2cccs2)C1(O)C(F)(F)F (configuration not stated)	i	i	i	i	i	i	4	i	i	2	-3
49	CCOc1ccccc1NC(=O)c1ccc2nc[nH]c2c1	i	i	i	i	i	i	-3	i	i	1	-3
50	Cc1ncc(C[n+]2csc(CCOC(=O)C34CC5CC(CC(C5)C3)C4)c2C)c(N)n1	i	i	i	i	i	i	-5	i	i	-4	-8
51	CC(Sc1nnc(COc2ccc([N+](=O)[O-])cc2)n1C)C(=O)O (configuration not stated)	i	i	i	i	i	i	2	i	i	.	-7
52	N#Cc1ccc(COC(=O)CCc2c[nH]c3ccccc23)cc1	i	i	i	i	i	i	1	i	i	.	-15
53	O=C(NCCCN1CCOCC1)C1CCN(S(=O)(=O)c2c(Cl)cccc2Cl)CC1	i	i	i	i	i	15*	-9	i	i	1	-6
54	O=C(c1ccco1)[C@@H]1[C@@H]2C(=O)N(c3ccc(F)cc3)C(=O)[C@@H]2[C@H]2C=Cc3ccccc3N21	i	.	i	.	.	.	0	i	.	0	.
55	COc1cccc(CN2C(=O)C3(C(C#N)=C(N)OC4=C3C(=O)CCC4)c3ccccc32)c1 (configuration not stated)	i	i	i	i	i	i	2	i	i	-2	-4
56	CCOC(=O)C1CCN(Cc2cccc(OC)c2)CC1	i	i	i	i	i	i	6	i	i	-3	-3
57	O=c1c2c([nH]n1-c1ccccc1)CCSC2	i	i	i	i	i	i	-4	i	i	-2	-2
58	O=C(Nc1cccc(Cl)c1N1CCOCC1)c1ccc(Br)o1	i	i	i	i	i	i	-2	i	i	.	-7
59	O=C1CCC([N+](=O)[O-])C(c2cc(Br)ccc2F)N1 (configuration not stated)	i	i	i	i	i	i	-2	i	i	-5	-3
60	Cc1ccc(C(O)c2ccc(-n3ccnc3)cc2)cc1 (configuration not stated)	i	i	i	i	i	i	-14	i	i	-4	-5

Screening data (PubChem BioAssay)

These rows are one share of the data; rates above refer to the full screens.
